# Screening results as filed in PubChem.
# NPC1 promoter act: activates the NPC1 promoter | Potency, µM (titrated, usually from 9.22 µM), without a hit: at the top dose activation, usual class: activators | AID 485313 | Huh7 NPC1 promoter luciferase reporter, 24 h | hit rate 2.4% among 320,000;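 note: potency is the fitted concentration of half-maximal effect; % of control where 0% means no effect; nearly all actives have a fitted effect of over 60% in size; reporter is driven by a mutant NPC1 promoter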
#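 Huh7 reporter cells (NPC1 promoter driving luciferase) are dosed with compound for 24 h at 37 °C, 5% CO2; luciferase detection reagent is then added and luminescence measured after 10 min at ambient temperature.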
# uPA surface inh: inhibitors of cell surface uPA generation; cell surface uPA generation assay, qHTS; hit rate 0.31% among 330,000; Potency, µM (highest dose often 38.3 µM), inactives show at the highest dose activity change, negative = inhibition, usual class: inhibitors; active = well fitted inhibition curve with a large enough effect; inconclusive = small, poorly fitted or top-dose-only effect; inactive = no such curve, though single readings can be large or run the other way; tested in mouse RAW 264.7 cells; note: potency is the fitted concentration of half-maximal effect; % is set by controls: 0 for no effect and ±100 for the full control effect; nearly all actives have a fitted effect of over 55% in size
# Tb PFK inh: blocks T. brucei phosphofructokinase; T. brucei PFK, ADP-Glo luminescence; Potency, µM (titrated, usually from 57.5 µM), without a hit: at the top dose activity, negative = inhibition, actives largely listed as inhibitors; hit rate 0.17% among 330,000;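 note: potency is the fitted concentration of half-maximal effect; 0% = uninhibited 1x PFK enzyme wells and -100% = no-enzyme wells; nearly all actives have a fitted effect of over 60% in size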
# Target sequence (O15648 whole entry, looked up): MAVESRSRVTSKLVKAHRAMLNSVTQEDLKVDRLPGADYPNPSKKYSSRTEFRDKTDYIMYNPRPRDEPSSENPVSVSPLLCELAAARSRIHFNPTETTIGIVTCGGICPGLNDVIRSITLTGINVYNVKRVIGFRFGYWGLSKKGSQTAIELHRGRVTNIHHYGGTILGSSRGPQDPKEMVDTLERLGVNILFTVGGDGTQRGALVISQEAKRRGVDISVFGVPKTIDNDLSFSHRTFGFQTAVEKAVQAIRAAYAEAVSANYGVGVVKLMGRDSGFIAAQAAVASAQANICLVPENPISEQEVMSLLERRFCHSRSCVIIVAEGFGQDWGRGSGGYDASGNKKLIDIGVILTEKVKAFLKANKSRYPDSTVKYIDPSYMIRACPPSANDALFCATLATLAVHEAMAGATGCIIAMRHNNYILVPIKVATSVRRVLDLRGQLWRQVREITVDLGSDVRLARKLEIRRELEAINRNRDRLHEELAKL
#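 ADP-Glo luminescence quantified ADP after 45 min at room temperature, with 1.25 nM T. brucei PFK, 0.1 mM ATP and 0.5 mM fructose-6-phosphate in pH 8.0 TEA buffer. qHTS titrations up to 57 µM; curves classified by quality.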
# Rab9 prom act: Rab9 promoter activation; AID 485297; hit rate 2.8% among 320,000; Potency, µM (series often up to 9.22 µM), for the others: at the top dose activation, negative = inhibition, actives largely listed as activators; Huh7 Rab9 promoter-luciferase reporter, luminescence, 24 h; note: potency is the fitted concentration of half-maximal effect; % of control where 0% means no effect; nearly all actives have a fitted effect of over 60% in size
#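 Quantitative HTS format; Huh7 Rab9-luciferase reporter cells (1500/well) receive compound 2 h post-plating, incubate 24 h at 37 °C, then get luciferase reagent for 10 min before luminescence reading.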
# VP16 counter: Gal4-VP16 reporter inhibition counter-screen; Drosophila S2 Gal4-VP16 UAS-luciferase, luminescence, 20 h; Potency, µM (series often up to 53.6 µM), for inactives: top-dose activity, negative = inhibition, usual class: inhibitors; hit rate 3.5% among 310,000; AID 2546;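 note: Gal4-VP16 expression switched on by copper sulfate through the metallothionein promoter; potency is the fitted concentration of half-maximal effect; % is set by controls: 0 for no effect and ±100 for the full control effect; nearly all actives have a fitted effect of over 50% in size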
# ELG1 genotoxic: induces genotoxicity in HEK293T cells with luciferase-tagged ELG1. HEK293T ELG1-luciferase reporter, luminescence, 16 h. Potency, µM (highest dose often 46 µM), for inactives: at the top dose activity change, positive = activation, hits mostly activators. hit rate 1.3% among 330,000; note: potency is the fitted concentration of half-maximal effect; % of control where 0% means no effect; nearly all actives have a fitted effect of over 60% in size
#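 Reporter readout depends on ELG1 protein level, which increases with genetic stress. After 16 hr compound exposure at 37 °C, luciferase activity was quantified using ONE-Glo.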
# FLuc modulator: firefly luciferase modulation, counter-screen for miR-21 project. hit rate 6.9% among 360,000. purified FLuc, Km substrates, luminescence inhibition. Potency, µM (top dose mostly 57.5 µM), for the others: at the top dose activity change, negative = inhibition, usual class: inhibitors. P08659;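 note: potency is the fitted concentration of half-maximal effect; plate controls were vehicle for no effect and reference inhibitor for full effect; nearly all actives have a fitted effect of over 55% in size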
# Target sequence (P08659 whole entry, looked up): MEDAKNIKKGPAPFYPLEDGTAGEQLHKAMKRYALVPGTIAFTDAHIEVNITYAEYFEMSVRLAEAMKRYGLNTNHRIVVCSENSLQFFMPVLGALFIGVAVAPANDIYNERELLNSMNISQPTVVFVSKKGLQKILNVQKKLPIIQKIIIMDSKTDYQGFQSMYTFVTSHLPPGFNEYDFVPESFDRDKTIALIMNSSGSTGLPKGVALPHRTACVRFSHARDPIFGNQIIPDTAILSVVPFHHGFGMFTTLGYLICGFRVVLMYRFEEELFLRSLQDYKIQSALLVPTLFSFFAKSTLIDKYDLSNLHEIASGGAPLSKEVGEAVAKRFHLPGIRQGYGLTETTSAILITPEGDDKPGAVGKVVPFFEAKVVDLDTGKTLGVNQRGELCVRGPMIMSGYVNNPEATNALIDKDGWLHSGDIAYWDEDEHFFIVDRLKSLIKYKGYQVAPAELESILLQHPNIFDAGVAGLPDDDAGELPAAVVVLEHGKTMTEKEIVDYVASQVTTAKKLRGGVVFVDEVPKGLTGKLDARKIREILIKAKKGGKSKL
#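 Purified P. pyralis luciferase (10nM final) with 10uM D-luciferin and 10uM ATP (Km levels) in 50mM Tris acetate pH 7.5, 10mM Mg acetate, 0.01% Tween-20, 0.05% BSA; qHTS 6-point titration, ~60 µM downward; luminescence read.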
# FBPA coupling cs: inhibits coupling enzyme system, counter-screen for aldolase hits. activity change, negative = inhibition, % at 58.2 µM, hits read low. hit rate 0.67% among 290,000. AID 2472. coupling enzyme system counterscreen, AmpLite Red fluorescence; in the data active = activity change below about -30%; note: % is set by controls: 0 for no effect and ±100 for the full control effect
#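 First, compound is pin-transferred into glyceraldehyde-3-phosphate coupling-enzyme reagent at 57.5 uM final and held 10 min at RT. Next, substrate, coupling system and AmpLite Red are added. After 20 min RT, fluorescence (525/598 nm) is read.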
# KCNH2 3.1 inh: blocks the human KCNH2 3.1 channel isoform; activity change, % (tested at about 1.8 µM); AID 720553; U2OS KCNH2 3.1, thallium flux FluxOr; stronger effect = lower value; hit rate 0.95% among 340,000;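 active = maximum activity change below -70%; inconclusive = maximum activity change from -70% to -50%; inactive = maximum activity change above -50%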;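 note: thallium influx rate constant from kinetic fluorescence after stimulation buffer; % is set by controls: 0 for no effect and ±100 for the full control effect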
#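 Thallium flux read-out: FluxOr dye with Red40 quencher in HBSS/HEPES, 45 min at RT. Rate constants from kinetic reads were normalized to positive and negative DMSO controls. Cells: U2OS virally expressing the 3.1 isoform.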
# Giardia kill: Giardia lamblia killing; activity change, % at 7.66 µM, hits read low; hit rate 0.15% among 340,000; AID 540267; Giardia lamblia trophozoite viability; in the data active = activity change below about -80%; inconclusive = between about -30% and that limit;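 note: parasites exposed to compound for two days anaerobically before the ATP read; % is set by controls: 0 for no effect and ±100 for the full control effect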
#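 Anaerobic 48 hrs incubation at 37 deg C of 100 trophozoites/well with test compounds; ATPLite 1-Step luminescence, 15-30 min RT, reports cellular ATP as viability.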
# RORgamma inh: blocks mouse ROR gamma transcriptional activity. Drosophila S2 Gal4-RORgamma UAS-luciferase reporter, 20 h. P51450. Potency, µM (titrated, usually from 53.6 µM), for inactives: top-dose activity change, negative = inhibition, usual class: inhibitors. hit rate 5.4% among 310,000; note: potency is the fitted concentration of half-maximal effect; % is set by controls: 0 for no effect and ±100 for the full control effect; nearly all actives have a fitted effect of over 60% in size
#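 In this cell-based reporter format, copper sulfate (700 uM final) drives Gal4–ROR gamma fusion expression from a metallothionein promoter in Drosophila Schneider cells; compounds preincubated 1 hr, reporter read after 20 hr at ambient temperature.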
# Active calls of the source: *; ? = inconclusive; nt = no result given; [ ] = another dose, or the depositor's remark. Unless noted, calls come from the whole dose curve; as a rule, active = well fitted curve in the direction sought with a large enough effect; inconclusive = small, poorly fitted or top-dose-only effect, or another doubt; inactive = no such curve, though single readings can be large; an effect the other way counts as inactive or inconclusive.
molecule	Tb PFK inh	VP16 counter	RORgamma inh	FBPA coupling cs	FLuc modulator	Rab9 prom act	NPC1 promoter act	ELG1 genotoxic	KCNH2 3.1 inh	Giardia kill	uPA surface inh
COc1cccc(C(=O)Nc2ccccc2C(=O)NC2CC2)c1	0%	0%	7%	nt	-3%	-7%	1%	2%	9	2	10%
Oc1ccccc1C=NC1CCCCC1N=Cc1ccccc1O (centres undefined)	-5%	5%	-38%	-3	5%	1%	-6%	0%	11	22	-5%
CCC(=O)N1CCN(c2ccc(NC(=O)c3ccc(N4CCOCC4)c([N+](=O)[O-])c3)cc2)CC1	1%	4%	1%	nt	3%	5%	-4%	-14%	nt	29	1%
O=C(NNc1nc2c(F)cccc2s1)c1ccc(F)cc1	-6%	-29%	?	0	-11%	10%	5%	-7%	-3	-8	-3%
COc1ccc(NC(=O)CS(=O)CC(=O)Nc2ccc(NC(C)=O)cc2)cc1 (centres undefined)	-10%	1%	-29%	-5	3%	4%	-2%	5%	-10	3	-2%
CCOC(=O)C1=C(C)NC(C)=C(C(=O)OCC)C1c1ccc(Br)o1	5%	3%	9%	-12	4%	-5%	-2%	-1%	-8	-2	2%
Cc1ccccc1CSCC(=O)NNC(=S)NCC1CCCO1 (centres undefined)	-7%	-14%	?	nt	1%	-2%	-6%	-6%	-2	-13	9%
CN(C)c1cccc(C(=O)OCC(=O)NC(=O)NCc2ccccc2)c1	0%	nt	nt	nt	nt	nt	nt	0%	-21	-8	-1%
N/C(Cc1cccs1)=N\OC(=O)COc1ccc(Br)cc1	2%	?	63%	-4	?	5%	0%	23%	-3	-16	3%
O=C(C[n+]1cc(Br)cc2ccccc21)c1ccccc1	2%	1%	123%	2	5%	1%	-3%	-3%	-8	-12	?
CC(=O)N1c2ccc(S(=O)(=O)N3CCCCC3)cc2CC1C(=O)NCc1ccccc1C (centres undefined)	1%	19%	-10%	nt	-2%	0%	-2%	1%	-4	11	-15%
Cc1ccccc1C(=O)NNC(=O)C1CC(=O)N(c2ccc3c(c2)OCCO3)C1 (centres undefined)	-4%	nt	nt	nt	-1%	-7%	4%	2%	-1	4	0%
CC(=O)Nc1nc2c(ccc3ccccc32)s1	2%	12%	?	0	-17%	4%	1%	2%	-19	-25	5%
Cc1cc(C)n(Cc2ccccc2)c(=O)c1S(=O)(=O)c1ccccc1	1%	14%	6%	-1	0%	0%	4%	-3%	-7	17	-5%
Clc1ccc(-c2nnc(N3CCOCC3)o2)cc1	1%	-6%	5%	0	?	?	?	?	17	37[activator]	3%
Cc1cccc(C)c1NC(=O)CNC(=O)CCC(=O)N1CCOCC1	3%	nt	nt	nt	0%	-4%	0%	-1%	17	7	-10%
COc1ccc(OC(C)C(=O)NCCC2=CCCCC2)cc1 (centres undefined)	-1%	-8%	10%	-2	-4%	-4%	-9%	0%	1	2	0%
Cc1sc(NC(=O)CSC2=NCCS2)nc1-c1ccccc1	5%	-3%	-25%	-1	-15%	0%	1%	-5%	-13	2	-6%
O=C(CNC(=O)c1ccco1)OCC(=O)c1ccccc1Cl	-2%	3%	2%	0	-11%	-7%	-3%	0%	2	0	11%
COc1ccc(C2CC(c3ccccc3)=NN2c2ccc(C(N)=O)cc2)cc1 (centres undefined)	0%	-4%	42%	0	?	-1%	-2%	1%	30	10	4%
Cc1onc(-c2c(F)cccc2Cl)c1C(=O)N1CCSCC1	0%	5%	-15%	0	-2%	2%	2%	-2%	-13	-20	-1%
C=CCC[C@@H](Cc1ccc(F)cc1)C(=O)OC[C@H](Cc1c[nH]c2ccccc12)NC(=O)[C@@H](CC=C)CC(=O)N[C@@H](CO)Cc1ccccc1	7%	nt	nt	nt	nt	nt	nt	1%	-7	-1	-8%
COc1ccc(NC(=O)COc2cccc(-n3cnnn3)c2)cc1Cl	2%	nt	nt	nt	2%	-3%	0%	1%	-30	8	3%
COc1ccccc1-n1cc([C@@H]2C[C@H]3CN(c4ccccc4)C(=O)[C@]34CCCN24)cn1	3%	0%	-2%	-1	-1%	4%	-1%	-1%	-9	-16	-15%
Cc1ccc(C(=O)COC(=O)COc2ccccc2[N+](=O)[O-])s1	-29%	nt	nt	nt	-17%	1%	0%	0%	-3	-10	3%
Cc1cc(C(=O)NNC(=O)c2ccc(C(F)(F)F)cc2)no1	0%	2%	6%	3	-9%	2%	1%	0%	11	8	-5%
COCC1CCCCN1C(=O)c1cc(COc2ccc3ncccc3c2)on1 (centres undefined)	0%	7.1µM*	-40%	nt	-7%	-38%[inhibitor]	-23%	7%	5	10	?
C[C@]12C(=O)N(c3ccccc3)C(=O)N1[C@H]1c3ccccc3OC[C@@H]1[C@H]2c1ccccc1	-2%	nt	nt	nt	nt	nt	nt	-2%	-10	-14	-2%
COc1ccc(/C=N/N2C(C)CCCC2C)cc1OC (centres undefined)	0%	-1%	-25%	0	-3%	0%	0%	0%	2	16	-4%
CC(C)(C)C(=O)N1CCN(c2nc3ccc(Br)cc3s2)CC1	-3%	-9%	?	nt	?	?	?	5%	-12	-3	-5%
O=C(Nc1cccc(NC(=O)c2ccco2)c1)c1ccccc1	-1%	10%	30%	-1	?	3%	2%	0%	11	-27	3%
Cc1cccc(NC(=S)NC(=O)/C=C/c2ccccc2)n1	-2%	4%	-25%	1	-2%	2.5µM*	?	5%	-8	2	1%
Cc1ccc(CSCC(=O)Nc2ccccc2C(=O)O)cc1	1%	-10%	-17%	-2	12µM*	2.8µM*	3.5µM*	8%	-4	-20	?
O=S(=O)(NC1CCCC1)c1ccccc1Cl	-2%	?	-4%	-2	-5%	3%	0%	-3%	-1	0	4%
CCN(CCn1cccn1)C(=O)CCc1nnc(CCc2ccccc2OC)o1	-1%	0%	25%	0	3%	-4%	-1%	1%	nt	17	2%
O=C(Nc1ccccc1O)C(c1ccccc1)c1ccccc1	5%	16µM*	?	1	1%	-4%[1.84 µM]	-20%	-10%	4	-21	-1%
O=C(Nc1cc([N+](=O)[O-])ccc1Cl)c1ccc2c(c1)OCO2	-6%	-2%	-1%	1	1%	4%	4%	5%	9	8	-2%
COc1ccc2nc(NC(=O)CSC(C)C(=O)Nc3cc(C)on3)sc2c1 (centres undefined)	-8%	nt	nt	nt	?	-2%	10%	1%	40	-5	1%
Cc1cc([N+](=O)[O-])ccc1NC(=O)CSc1nncn1-c1ccccn1	2%	-4%	-9%	1	1%	0%	-2%	-2%	12	0	3%
Cc1ccc(O)c(CNc2ccccn2)c1	0%	-23%	31%	0	?	28%	20%	15%	7	11	-7%
Oc1ccccc1Nc1nc(NCC2CCCO2)c2ccccc2n1 (centres undefined)	3%	-1%	?	-1	?	2%	-4%	-7%	2	4	-2%
COC(=O)C1=C(C)N(Cc2ccc(C)cc2)C(=O)/C1=C\c1cc(OC)c(OC)c(OC)c1	-2%	?	9%	-1	4%	0%	-4%	?	1	-2	-7%
COc1cc(/C=N/NC(=O)c2cccc([N+](=O)[O-])c2)ccc1O	-2%	0%	6%	-2	-17%	8%	-1%	0%	11	7	2%
CCN1CCc2c(sc(NC(=O)C3COc4ccccc4O3)c2C(N)=O)C1 (centres undefined)	5%	1%	2%	0	-3%	?	?	18µM*	-14	13	-28%
CC(C)CCn1c(NCCc2ccccc2)nc2c1c(=O)n(C)c(=O)n2C	1%	?	5%	0	-1%	-7%	-2%	-8%	-8	3	-4%
Cc1ccccc1CN1CCC(n2nccc2NC(=O)c2ccc3c(c2)OCO3)CC1	5%	10%	-41%	nt	19µM*	21%	?	?	-12	-13	-16%
Nc1ccccc1C(=O)NCc1ccccc1	0%	4%	1%	0	-2%	-5%	-1%	1%	7	9	-1%
O=C(N/N=C\c1ccc(Cl)cc1)c1sccc1-n1cccc1	1%	-8%	?	-1	2%	17%	29%	0%	-18	-2	4%
CC(C)N(Cc1cc2ccccc2[nH]c1=O)C(=O)c1cccnc1	4%	-6%	15%	0	6%	7%	-2%	-2%	15	8	-1%
CN(C)c1ccc(/C=C2\SC(N3CCCCC3)=NC2=O)cc1	-2%	?	23%[1.91 µM]	0	0.54µM*	20%	?	?	-9	6	?

# (cont.)
molecule	Tb PFK inh	VP16 counter	RORgamma inh	FBPA coupling cs	FLuc modulator	Rab9 prom act	NPC1 promoter act	ELG1 genotoxic	KCNH2 3.1 inh	Giardia kill	uPA surface inh
Cc1c(Cl)cccc1NC(=S)NCCc1ccc(F)cc1	1%	3.5µM*	4.5µM*	0	1%	-6%	-2%	-2%	-2	15	3%
O=C(CCCl)N1CCN(c2nc(-c3ccccc3)cs2)CC1	3%	20%	?	3	15µM*	?	?	14%	12	-4	-7%
COc1ccc(/C=C(/NC(=O)c2ccc(OC)c(OC)c2)C(=O)NCCc2c[nH]c3ccccc23)cc1	-2%	-14%	35%	-2	-2%	-1%	0%	-1%	-1	-17	9%
CC(=C/c1ccccc1)/C=N/NC(=O)CSc1nc(C)cc(C)n1	-2%	?	?	0	-17%	-4%	-5%	-6%	-11	4	-3%
